# Screens (PubChem)
# RAM network inh – inhibitors of the yeast RAM network, primary screen, dse1pr::URA3 reporter, 5-FOA selection. S. cerevisiae dse1pr::URA3 reporter, 5-FOA growth OD615, 2 d; analog-sensitive cbk1-as2 kinase mutant strain. inhibition, % at 50 µM. 190,000 compounds, 1.8% hits. AID 868, 2007;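 active = inhibition above a set limit, 3 SD over mean compound inhibition, cut at about 8.4% in these data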;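 also: 0% = DMSO-only wells with no growth and 100% = 10 µM 1-NA-PP1 full growth; inhibition rescues growth on 5-FOA so higher OD means more RAM inhibition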
# FLuc act counter – FLuc activators, initial screening, artefact control for FLuc-dependent activation tests, biochemical, ATPlite luminescence; Luciferin 4-monooxygenase (Photinus pyralis), P08659; ATPlite luciferase biochemical, 10 min; 0 = ATP-free wells, 1 = DMSO control; activation factor at 10 µM; 200,000 tested, under 10 active; AID 1027, 2008;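 active = luciferase activation factor, scaled between plate controls, of at least 2 with compound at 10 µM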
# Target sequence (P08659 whole entry, looked up): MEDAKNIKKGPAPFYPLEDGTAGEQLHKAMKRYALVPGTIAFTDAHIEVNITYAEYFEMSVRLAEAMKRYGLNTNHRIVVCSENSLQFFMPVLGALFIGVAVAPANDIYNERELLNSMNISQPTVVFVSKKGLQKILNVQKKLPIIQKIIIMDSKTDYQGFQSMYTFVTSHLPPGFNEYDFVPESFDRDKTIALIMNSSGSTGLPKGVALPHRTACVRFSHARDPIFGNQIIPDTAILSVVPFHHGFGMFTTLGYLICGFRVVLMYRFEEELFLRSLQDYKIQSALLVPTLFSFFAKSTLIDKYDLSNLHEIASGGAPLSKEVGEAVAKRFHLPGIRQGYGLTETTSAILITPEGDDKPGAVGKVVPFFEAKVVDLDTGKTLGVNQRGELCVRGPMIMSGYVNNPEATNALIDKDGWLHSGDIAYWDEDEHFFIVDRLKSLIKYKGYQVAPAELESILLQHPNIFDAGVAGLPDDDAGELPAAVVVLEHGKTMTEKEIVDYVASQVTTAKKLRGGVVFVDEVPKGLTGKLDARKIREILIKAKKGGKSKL
#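 Assay system: Luciferase/luciferin detection reagent, cell-free biochemical luciferase assay / Read-out: luciferase activation / Benchmarks: No-ATP low control, compound-free enzyme-plus-ATP high control / Medium: PBS buffer for ATP / Detection: luminescence measurement of luciferase light output / Schedule: 10 min at ambient temperature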
# TNAP inh no acc – human TNAP enzyme inhibitors, primary screen, biochemical, luminescent, no phosphate acceptor, uHTS; Alkaline phosphatase, tissue-nonspecific isozyme (Homo sapiens), P05186; purified TNAP, CDP-star luminescence, 30 min; inhibition, % at 20 µM; 200,000 compounds, 0.26% hits; AID 1012, 2008;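 active = tissue-nonspecific alkaline phosphatase inhibition above about 50% at 20 µM in the single-dose screen, limit read from the data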;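 also: 0% = DMSO negative control and 100% = EDTA positive control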
# Target sequence (P05186 whole entry, looked up): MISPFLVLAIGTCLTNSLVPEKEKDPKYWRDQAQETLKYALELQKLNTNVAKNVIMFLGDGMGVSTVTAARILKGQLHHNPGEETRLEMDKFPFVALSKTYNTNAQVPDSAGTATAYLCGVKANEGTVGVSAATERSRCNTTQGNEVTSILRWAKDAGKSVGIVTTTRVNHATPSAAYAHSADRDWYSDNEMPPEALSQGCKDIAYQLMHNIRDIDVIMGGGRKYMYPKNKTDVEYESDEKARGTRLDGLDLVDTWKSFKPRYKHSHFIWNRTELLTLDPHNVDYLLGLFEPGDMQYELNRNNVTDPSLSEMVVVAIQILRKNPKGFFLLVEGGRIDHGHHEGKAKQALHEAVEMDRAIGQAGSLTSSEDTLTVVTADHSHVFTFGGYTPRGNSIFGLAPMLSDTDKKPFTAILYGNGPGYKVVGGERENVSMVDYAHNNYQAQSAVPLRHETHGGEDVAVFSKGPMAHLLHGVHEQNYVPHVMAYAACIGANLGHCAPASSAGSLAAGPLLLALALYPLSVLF
# L major viab – Leishmania major promastigote growth inhibition, primary screen. inhibition, % at 10 µM. Leishmania major promastigotes, resazurin fluorescence viability. 200,000 compounds, 9% hits; in the data active = inhibition above about 50%;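 also: promastigotes grown with compound for 44 hours at 28 °C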
# bIAP activator – bovine intestinal alkaline phosphatase activators, primary screen, biochemical, bovine IAP, CDP-star luminescence | activation factor at 20 µM | purified bovine IAP, 30 min; active compounds read high; fold of DMSO-control signal, blank-subtracted | alkaline phosphatase, intestinal [Bos taurus] | 200,000 compounds, 0.17% hits;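 active = activation factor of 2 or more at 20 µM, a signal rise over negative controls twice the positive control's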
# bIAP inh – bovine intestinal alkaline phosphatase inhibitors, primary screen, selectivity assay for TNAP inhibitor project, biochemical, bovine IAP, CDP-star luminescence; purified bovine IAP, 30 min; inhibition, % at 20 µM; 190,000 tested, under 10 active;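 active = over 50% inhibition of intestinal alkaline phosphatase at 20 µM in the single-dose screen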
#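 System: purified bovine intestinal alkaline phosphatase (IAP) enzyme; Input: IAP diluted 1/65,000,000 in the well; Measured by: CDP-star luminescence signal; Compound dosing: 20 µM single dose; Incubation: 30 min reaction at room temperature.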
# FLuc inh counter – firefly luciferase enzyme inhibitors, primary screen, artefact control for luciferase-based inhibitor screens, biochemical, luminescence, ATPLite; Luciferin 4-monooxygenase (Photinus pyralis), P08659; 10 min; inhibition, % at 10 µM; 200,000 compounds, 1.5% hits; AID 1006, 2008;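 active = inhibition above about 50% when tested at 10 µM, limit read from the data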
# TNAP act hiacc – TNAP activators at high phosphate acceptor level, primary screen, biochemical, luminescence, uHTS; Alkaline phosphatase, tissue-nonspecific isozyme (Homo sapiens), P05186; purified TNAP, CDP-star luminescence, 1 M DEA, 30 min; active compounds read high; 0 = EDTA background, 1 = DMSO-only activity; activation factor at 20 µM; 200,000 tested, under 10 active; AID 1136, 2008;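 active = activation factor at least 2 at 20 µM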
#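 Assay system: human TNAP; Input: enzyme diluted 1/800 final; Reagent: CDP-star luminogenic substrate at 100 µM final; Timing: 30 min, room temperature; Signal: luminescence; Evaluation: TNAP activation factor scaled between EDTA and DMSO control wells.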
# TNAP inh hi DEA – human TNAP enzyme inhibitors, primary screen, biochemical, luminescent, high phosphate acceptor level, uHTS | purified TNAP, CDP-star luminescence, 1 M DEA | Alkaline phosphatase, tissue-nonspecific isozyme (Homo sapiens), P05186 | inhibition, % at 20 µM | 200,000 compounds, 0.03% hits;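 active = over 50% inhibition of tissue-nonspecific alkaline phosphatase at 20 µM in the single-dose screen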;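 also: plate controls were DMSO wells for no effect and EDTA-quenched wells as full inhibition for full effect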
# APP transl inh – inhibitors of APP translation via 5'UTR reporter, primary screen, APP 5'UTR luciferase, SH-SY5Y cells | SH-SY5Y APP 5'UTR-luciferase reporter, luminescence | inhibition, % at 2 µM | 190,000 compounds, 0.82% hits;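 active = inhibition above a set limit, derived from the sample mean plus 3 SD, cut at about 45% in these data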; also: values of inactives mirror those of a sister screen read the other way
# The depositor's hits bear a star.
SMILES,RAM network inh,FLuc act counter,TNAP inh no acc,L major viab,bIAP activator,bIAP inh,FLuc inh counter,TNAP act hiacc,TNAP inh hi DEA,APP transl inh
CC1C(C)C(O)(c2ccccc2)CCN1C (stereo not given),1.0,1,-7,69*,1,-5,-4,1,-2,-19
CCOc1ccccc1NC(=O)C(OC(=O)c1ccc(N(C)C)cc1)c1ccccc1 (stereo not given),3.8,1,-7,10,1,4,-5,1,2,4
N#C/C(=C\c1ccc(N2CCOCC2)cc1)c1ccccc1,0.7,0.6,-12,41,1,5,42,1,-1,-208
Cc1ccc(NC(=O)c2sc3nc[nH]c(=O)c3c2C)c(C)c1,2.5,1,-1,-3,1,-3,2,1,3,9
CCCn1c(SCC(=O)Nc2ccc(S(=O)(=O)N(C)C)cc2)n[nH]c1=O,-1.4,1,-3,0,1,-5,-1,1.1,-5,-7
O=C(NCc1ccccc1)C(=O)NCC(c1ccco1)N1CCN(c2ccccc2F)CC1 (stereo not given),0.2,1.1,-17,12,1,-4,-6,1.1,-8,-4
CNC(=O)NC(=O)CSc1nc2cc(C(=O)OC)ccc2c(=O)n1-c1ccccc1,1.2,1.1,-9,4,0.6,35,-6,1,-4,6
COc1ccccc1NC(=O)C12CCC(C)(C(=O)C1)C2(C)C (stereo not given),0.4,1.1,-4,-2,1.1,-8,-6,1.1,-8,-6
CCCc1cc2c(=O)n(NC(=O)c3nn(C)cc3[N+](=O)[O-])c(C)nc2s1,0.6,1,-18,-1,1,3,-4,1,-3,9
O=C(Nc1cc(C(F)(F)F)ccc1N1CCOCC1)c1cncc(Br)c1,3.9,1.1,-9,2,0.9,10,-6,1.1,-6,24
Cc1ccc(-c2sc(-c3cccnc3)nc2CC(=O)O)cc1,6.6,1,-9,-5,0.9,9,-2,1,-1,-9
CCOC(=O)N/N=C/c1ccccc1F,1.5,0.9,-8,-2,1,0,10,1,1,-48
Cc1cc(C)n2nc(SCCOc3ccccc3F)nc2n1,1.3,1,-12,1,1,-2,-5,1,-3,-18
Cc1occc1C(=O)NCc1ccccn1,-1.5,1,0,-4,1,0,-1,1,3,-9
O=C1CSC(c2ccc(Cl)cc2Cl)N1c1ccccn1 (stereo not given),1.8,1.1,-16,11,0.9,13,-8,1,1,12
Cc1cc(Br)cc2cn[nH]c12,-0.7,1,-15,-4,1,5,-4,1.1,-5,-22
Cc1oc(-c2ccccc2F)nc1CS(=O)CC(=O)NCc1ccc2c(c1)OCO2 (stereo not given),1.9,1,-14,-2,1.1,-7,2,1,-1,-13
Cc1ccc(-c2nc(CN(C)C3CCOCC3)c(C)o2)s1,1.4,1,-4,-2,1,-4,-4,1,-3,-10
O=C(NCc1ccco1)c1cc2c(s1)CSC2,0.1,1.1,-27,-5,1.1,-6,-9,1,-2,11
CCOCCCNC(=O)c1cc(Sc2ccc(C)cc2)nc2ccccc12,11*,1,-9,2,0.9,6,-3,1,3,10
COc1ccc(/C=C2\SC(=O)N(CCNC(=O)Cn3cnnn3)C2=O)cc1,2.9,0.8,1,56*,0.8,23,22,1,0,-118
O=C(c1cnc(-c2ccc(Cl)cc2)s1)c1ccc(Cl)cc1Cl,15*,1.1,3,-4,0.7,32,-7,1,-1,6
COc1cc(C=Nc2cccc([N+](=O)[O-])c2C)ccc1OC(C)=O,1.4,1,-11,-1,1,1,-3,1,-5,-2
COCC(=O)Nc1ccccc1C(=O)Nc1ccc(OC)cc1,1.2,1,-7,0,1,2,0,1,1,-6
CCC(Oc1ccccc1)C(=O)Nc1ccccc1OC (stereo not given),-0.9,1.1,-14,1,0.8,16,-5,1,-5,-6

# (cont.)
SMILES,RAM network inh,FLuc act counter,TNAP inh no acc,L major viab,bIAP activator,bIAP inh,FLuc inh counter,TNAP act hiacc,TNAP inh hi DEA,APP transl inh
O=C(NNc1nc2cc3c(cc2s1)OCO3)c1ccc(F)cc1,1.6,1.1,1,77*,0.9,8,-7,1,-4,5
O=C(O)Cn1c(C(F)(F)F)nc2ccccc21,2.8,1,-9,-3,1,3,-5,1,0,4
COc1cc(NC(=O)c2noc3c2CCCC3)c(OC)cc1Cl,5.1,1,-11,-5,0.9,11,0,1.1,-6,-3
O=C(CCCNS(=O)(=O)c1cccc2nsnc12)NCCc1ccccc1,2.7,1.1,-12,10,1,-4,-6,1.1,-7,-6
CCOC(=O)c1cc(C(=O)OCC)c2cc(Br)ccc2n1,6.5,1,-6,-4,1,4,-5,1,-1,0
O=C(NCC1CCCO1)c1ccc(OC2CCN(C(=O)C3CC3)CC2)cc1 (stereo not given),0.6,1.1,-7,-5,1.1,-5,-8,1.1,-6,-7
Cc1ccc(-c2nc3ccccc3o2)cc1NC(=O)Cc1cccs1,1.1,1,-11,-1,1,-2,-4,1,-3,20
CCc1ccc(OCC(=O)Nc2ccc(N3CCN(S(C)(=O)=O)CC3)cc2)cc1,2.3,1,-6,-4,1.1,-10,-3,1,-4,-1
COc1ccc(C2SCC(C(=O)NCc3ccc(F)cc3)N2C(C)=O)cc1 (stereo not given),0.1,1,-8,-2,1,-2,-1,1,-4,-15
CCCNC(=O)CN1C(=O)NC(Cc2c[nH]c3ccccc23)C1=O (stereo not given),0.2,1,9,7,1,1,0,1,-4,12
COc1ccccc1-c1cn(S(=O)(=O)c2ccc(F)cc2)nc1N,1.2,1,-11,28,0.8,23,2,1,-4,8
CCOc1nc(-c2ccc(OC)cc2)ccc1-c1noc(C)n1,6.4,1,-2,-3,1,-4,1,1,-1,11
O=C(NCCc1nc2ccccc2[nH]1)/C(=C/c1ccc2c(c1)OCO2)NC(=O)c1ccccc1,1.9,1.1,-6,1,0.9,5,-7,1.1,-8,2
Cc1cc(C)nc(NC(=O)c2cc3ccccc3o2)n1,0.8,0.9,-13,5,0.9,7,13,1.1,-6,9
CCCCCCCC(=O)N/N=C/c1cccnc1,0.6,1.1,17,-1,0.8,17,-10,1,-4,-1
CC(=O)Nc1ccc(S(=O)(=O)Nc2ccc(Cl)nn2)cc1,0.6,1.1,-11,8,1,1,-5,1,0,3
Cc1occc1-c1nnc(SCC(=O)c2c[nH]c3ccccc23)n1C,2.5,1.1,2,-1,1,4,-7,1.1,-6,-2
CC1(C)CC(=O)c2sc(NC(=O)C3COc4ccccc4O3)nc2C1 (stereo not given),2.2,1,2,-7,1,0,-3,1,-3,10
Cc1c(NC(=O)/C(C#N)=C/c2cccs2)c(=O)n(-c2ccccc2)n1C,0.3,1,-12,67*,0.8,18,-4,1.1,-7,9
O=C(COC(=O)C1=COCCO1)Nc1cc(S(=O)(=O)N2CCCCC2)ccc1Cl,2.4,1,1,-6,0.9,7,1,1,1,8
O=C(Nn1c(-c2ccc(F)cc2)nc2ccccc2c1=O)c1cccnc1,1.8,1,-5,-3,1,3,0,1,2,-18
CCOc1ccc(/C=N/O)cc1,1.8,1,-10,5,1,4,0,1.1,-6,14
CN1CCN(c2nc(-c3cc4ccccc4o3)cs2)CC1,-0.1,0.8,-7,69*,1.2,-24,25,1,-3,-109
CS(=O)(=O)N1CCC(C(=O)NCc2ccc(F)cc2Cl)CC1,0.5,1,-9,1,1,2,-2,1,0,9
O=C(CC1C(=O)NC2CCCCC2N1C(=O)c1ccc([N+](=O)[O-])cc1)Nc1ccccc1 (stereo not given),1.4,1.1,-6,-8,1,0,-7,1,0,-9

# Structures above containing a nitro group on carbon (three):
SMILES,RAM network inh,FLuc act counter,TNAP inh no acc,L major viab,bIAP activator,bIAP inh,FLuc inh counter,TNAP act hiacc,TNAP inh hi DEA,APP transl inh
CCCc1cc2c(=O)n(NC(=O)c3nn(C)cc3[N+](=O)[O-])c(C)nc2s1,0.6,1,-18,-1,1,3,-4,1,-3,9
COc1cc(C=Nc2cccc([N+](=O)[O-])c2C)ccc1OC(C)=O,1.4,1,-11,-1,1,1,-3,1,-5,-2
O=C(CC1C(=O)NC2CCCCC2N1C(=O)c1ccc([N+](=O)[O-])cc1)Nc1ccccc1 (stereo not given),1.4,1.1,-6,-8,1,0,-7,1,0,-9

# More structures.
SMILES,RAM network inh,FLuc act counter,TNAP inh no acc,L major viab,bIAP activator,bIAP inh,FLuc inh counter,TNAP act hiacc,TNAP inh hi DEA,APP transl inh
COc1ccc(S(=O)(=O)n2nc(OC(C)=O)cc2N)cc1,0.0,1,-3,-2,1,3,0,1.1,-8,-20
CCOC(=O)c1cnc2cc(Cl)c(OC)cc2c1NCC1CCCO1 (stereo not given),1.5,1,-3,37,1,3,0,1,0,-17
CCOC(=O)c1cccc(N2C(=O)C3C(C2=O)C2C=CC3C23CC3)c1 (stereo not given),1.4,1,-12,-1,1.3,-26,0,1,-4,-5
Cn1c(=O)[nH]c(=O)c2c1nc(N1CCCCC1)n2CCOc1ccccc1,2.1,1.1,-7,43,1,-2,-6,1.1,-7,0
Cc1c(C(=O)N2CCCC2)sc(NC(=O)c2ccco2)c1C#N,-0.5,0.9,13,-10,0.9,9,7,1,3,-1
O=c1[nH]c2ccc(Cl)cc2c(-c2ccccc2)c1N1CCN(c2ccccn2)CC1,-0.2,1.1,-5,33,1,2,-8,1.1,-7,-23
COC(=O)CCCCCCCCC(O)CN1CCCCC1 (stereo not given),0.4,1,1,-8,1,3,-5,1,-3,-9
COC(=O)c1ccccc1CCC(C)=O,0.3,1,-10,32,1,5,-3,1,-3,12
O=C(CCC(=O)NNc1nc2ccccc2c2nc(-c3ccccc3)nn12)NCCCN1CCCC1=O,2.2,1,-10,1,1.5,-48,0,1.1,-5,-30
Cc1cc(C)n(-c2ccc(Cl)c(C(=O)O)c2)n1,1.2,1,-8,-4,1,3,-3,1.1,-6,-3
O=C(Cc1ccccc1)NCc1ccncc1,1.9,1,-8,-9,1,-1,0,1,-4,8
C=CCNC(=S)N/N=C/c1ccc(-c2ccc(Br)cc2)o1,2.5,1.1,10,-2,0.8,18,-6,1,0,4
CC(C)C(NC=C1C(=O)OC(C)(C)OC1=O)C(=O)O (stereo not given),1.7,1,-4,-3,1,-1,0,1,1,-15
COc1ccc(OC)c(NC(=O)c2cc(-c3cc(Cl)ccc3O)n[nH]2)c1,7.6,1.1,-94,-1,1.4,-42,-5,1,-1,-1
CC12CCC(C(=O)NCc3cccnc3)(OC1=O)C2(C)C (stereo not given),0.8,1.1,-14,-5,0.9,8,-9,1.1,-7,-7
CC(C)COC(=O)CNc1n[nH]c(=S)[nH]c1=O,0.3,1,-25,-3,1,2,-1,1,-4,1
CCOC(=O)N1CCN(C(c2cccnc2)c2ccc3cccnc3c2O)CC1 (stereo not given),3.7,1.1,-14,100*,1.3,-31,-10,1.1,-9,19

# This is a random part of the collection. Share with any hit: about 13%.
